# Bioassay records: PubChem, several laboratories
# KLK7 zymogen act = proKLK7 (human) activation, primary screen; P49862; activation, % at 7 µM; AID 652039; purified proKLK7, EDANS-DABCYL substrate fluorescence; 100% is mature enzyme control, 0% vehicle; 0.9% of 370,000 active;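 active = activation above the mean of all tested compounds plus 3 SD, computed per campaign excluding outliers beyond control limits, cut at about 13% in these data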
# Target sequence (P49862 whole entry, looked up): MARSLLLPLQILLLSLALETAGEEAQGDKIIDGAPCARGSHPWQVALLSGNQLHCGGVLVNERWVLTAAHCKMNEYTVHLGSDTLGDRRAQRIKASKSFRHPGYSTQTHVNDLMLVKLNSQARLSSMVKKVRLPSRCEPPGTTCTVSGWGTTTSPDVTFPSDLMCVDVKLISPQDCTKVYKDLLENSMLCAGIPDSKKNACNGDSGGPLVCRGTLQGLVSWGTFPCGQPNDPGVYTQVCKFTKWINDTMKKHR
# PLCg1 inh = inhibitors of human phospholipase C gamma1; P19174; purified PLC-gamma1, fluorogenic substrate, fluorescence; inhibition, % at 12.2 µM; 0.84% of 370,000 active; AID 720700; in the data active = inhibition above about 9.5%
# ARFGAP1 inhibitor = inhibitors of rat ARFGAP1; inhibition, % at 16.5 µM; AID 651572; Arfgap1-stimulated ARF1 GTP hydrolysis, GDP FP detection; Q62848; 0.26% of 360,000 active;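 active = inhibition above a per-plate limit, mean inhibition of low control wells plus 3 SD, cut at about 25% in these data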;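 note: 0% = DMSO wells with enzyme and 100% = wells lacking Arfgap1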
# Target sequence (Q62848 1-136 limits assumed): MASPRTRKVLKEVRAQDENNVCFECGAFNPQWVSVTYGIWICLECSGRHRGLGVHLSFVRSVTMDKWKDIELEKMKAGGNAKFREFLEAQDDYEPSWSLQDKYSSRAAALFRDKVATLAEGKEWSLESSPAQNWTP
#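 Repeats: one replicate per compound; assay system: rat Arfgap1 catalytic domain, aa 1-136; times: enzyme reaction 120 min at 25 °C after 20 min preincubation; detection: FP of antibody-bound GDP Alexa 633 tracer, ex 620/em 688 nm; benchmarks: high control wells lacking Arfgap1, low control full reaction with DMSO; reagent: human ARF1(Δ1-17)-GTP substrate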
# ASAP1 inh = ASAP1 ArfGAP inhibition. Q9ULH1. ASAP1-stimulated ARF1 GTP hydrolysis, GDP FP detection. inhibition, % at 16.5 µM. 0.19% of 360,000 active; in the data active = inhibition above about 25%;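 note: 0% = vehicle with enzyme and substrate and 100% = no enzyme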
# NR1D1 modulator = modulators of human Rev-erb alpha DNA binding; P20393; 0.79% of 370,000 active; Rev-erbα–FITC-DNA binding, fluorescence polarization, 90 min; activity, % at 10 µM;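 active = activity above about 14%, limit read from the data; passing the limit was not always enough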;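 note: 0% = DMSO wells with 35 nM protein and 100% = DMSO wells with 750 nM protein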
# UHRF1 MBD2 ctr = human UHRF1 methylated DNA binding inhibitors; Q96T88; UHRF1 binding to methylated oligo, TR-FRET; 0.75% of 370,000 active; inhibition, % at 4.4 µM; in the data active = inhibition above about 21%;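 note: UHRF1 SRA domain binding a hemimethylated CpG hairpin DNA probe; 0% = median of test compound wells and 100% = reference inhibitor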
# sPLA2-III inh = Inhibits HGIII-sPLA2 liposome hydrolysis, primary screen. Q9NZ20. QFRET BODIPY PC-A2 liposome hydrolysis, fluorescence. inhibition, % at 12.2 µM. 0.56% of 370,000 active. AID 743126;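 active = inhibition above mean plus 3 SD of compounds lying within the high and low control bounds, cut at about 19% in these data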;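 note: 0% = median of test compound wells and 100% = no enzyme DMSO wells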
# Target sequence (Q9NZ20 whole entry, looked up): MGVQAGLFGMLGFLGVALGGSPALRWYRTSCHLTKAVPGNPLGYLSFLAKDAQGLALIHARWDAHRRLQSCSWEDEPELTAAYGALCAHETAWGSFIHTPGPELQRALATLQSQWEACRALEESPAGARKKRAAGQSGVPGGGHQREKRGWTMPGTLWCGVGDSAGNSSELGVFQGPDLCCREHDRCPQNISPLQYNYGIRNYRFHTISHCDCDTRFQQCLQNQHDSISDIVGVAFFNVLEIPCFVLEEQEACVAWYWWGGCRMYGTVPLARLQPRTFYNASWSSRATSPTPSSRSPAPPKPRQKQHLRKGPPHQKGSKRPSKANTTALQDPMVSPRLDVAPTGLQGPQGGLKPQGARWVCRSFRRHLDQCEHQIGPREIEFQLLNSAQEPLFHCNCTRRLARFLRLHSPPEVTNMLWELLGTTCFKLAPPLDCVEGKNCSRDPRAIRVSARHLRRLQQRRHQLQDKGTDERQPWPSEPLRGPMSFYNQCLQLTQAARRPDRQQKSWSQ
# Tn6 DDE FP = DD(E)-Tn6 binding inhibition, primary FP screen | Fibrin DD(E) TRITC-Tn6 fluorescence polarization displacement | inhibition, % at 8.3 µM | 0.21% of 370,000 active | AID 720509;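 active = inhibition above a per-campaign cutoff: mean of compounds within control limits plus 3 SD, cut at about 15% in these data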;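 note: 0% = median of all compound wells on the plate and 100% = blocking peptide control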
# PLC-beta3 inh = blocks human PLC-beta3 enzyme activity | Q01970 | Purified PLC-beta3, fluorogenic substrate, fluorescence | inhibition, % at 12.2 µM | 0.18% of 370,000 active; in the data active = inhibition above about 11%;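 note: 0% = median of compound wells on plate and 100% = full blocker control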
# Tn7 DDE FP = inhibitors of Tn7 peptide binding to human fibrin DD(E) | FP displacement of FITC-Tn7 peptide from fibrin DD(E); 0% = median of compound wells per plate | 0.13% of 370,000 active | inhibition, % at 8.3 µM | P02675 | AID 720508;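 active = inhibition above the mean of compounds falling within the control limits plus 3 SD of them, cut at about 14% in these data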;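 note: 0% = plate median of compound wells and 100% = 10 µM Aha-Tn7 peptide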
#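 Assay system: Human clot-derived fibrin DD(E) complex | Buffer or medium: Tris/NaCl/CaCl2 buffer, pH 7.8 | Repeats: One replicate per compound | Benchmarks: Aha-Tn7 high control | Measure: % inhibition scaled between sample-field median and high-control FP | Schedule: 10 min plus 3 h, room temperature | Signal: Fluorescence polarization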
# Numbers without * were called inactive.
KLK7 zymogen act,PLCg1 inh,ARFGAP1 inhibitor,ASAP1 inh,NR1D1 modulator,UHRF1 MBD2 ctr,sPLA2-III inh,Tn6 DDE FP,PLC-beta3 inh,Tn7 DDE FP,SMILES
-0.3,1,3,-1,15,-1,4,5,2,-3,CCOc1ccc(CN2C(=O)c3ccccc3C2=O)cc1C(=O)Nc1nnc(SCC)s1
0.0,1,4,-1,5,-2,3,-2,-3,-2,COc1ccc(CN(C)C(=O)Cn2ccsc2=N)cc1OC
-1.5,-4,5,6,7,1,-4,-2,-10,1,CCc1ccc(C(=O)NN=C2CCCCCC2)s1
-0.1,0,-5,-1,-3,1,6,-5,0,6,Cc1ccc(NCCc2ccc(C)nc2)cc1
-0.5,-1,-12,-3,-3,0,11,7,4,2,COc1ccc(CN2C(=S)NC(C)(C)CC2(C)O)cc1 (stereo not given)
0.5,7,6,0,3,1,8,-8,-4,-9,O=C(CCN1C(=O)C2CC=CCC2C1=O)NC1CCCCC1 (stereo not given)
-0.1,0,-4,1,-5,0,4,5,0,1,O=C(Nc1ccc(C(=O)N2CCOCC2)cc1)C1CCC1
0.0,-35,2,10,-2,1,0,3,-33,5,COc1cc2c(cc1OC)C(c1cc3cc4c(cc3[nH]c1=O)OCO4)N(C(=O)C1CC1)CC2 (stereo not given)
-0.7,-3,3,6,1,9,6,6,6,3,CCCC(=O)Nc1ccc(N2CCCCC2)cc1
0.5,-1,-2,10,-3,-2,-5,-2,1,0,O=C(NCCc1ccccc1)[C@@H]1CC=C[C@@H]2CCN(Cc3ccc(Cl)c(Cl)c3)C(=O)[C@@H]21
0.7,-1,8,1,-2,0,-1,-7,-1,-1,CCCNC(=O)NC1CCCc2ccccc21 (stereo not given)
-0.7,1,-13,-16,1,-2,4,-3,2,-2,COCCCN(C(=S)Nc1cccc(Cl)c1)C(C)c1ccncc1 (stereo not given)
0.1,2,2,-6,-2,-5,0,0,1,-1,Cc1cccc(/C(N)=N/OC(=O)c2ccc(Br)o2)c1
-0.1,-21,6,-8,-4,-1,-7,1,-18,5,Cc1ccc(-c2cc(C(F)F)n3ncc(C(=O)Nc4ccc(S(=O)(=O)Nc5ccccc5C)cc4)c3n2)cc1
-0.4,-1,-8,8,3,1,-5,0,4,-3,CCN(C[C@H]1N[C@@](CC)(C(=O)OC)[C@H]2C(=O)N(C)C(=O)[C@@H]12)C(=O)Nc1ccc(F)cc1
1.6,2,-7,-6,9,1,-2,5,-3,3,CCCN(C(=O)Cn1ncc2c(=O)oc3ccccc3c21)c1cccc(C)c1
0.2,0,-1,-5,3,0,2,4,6,1,CCCc1nnc(SCCSc2nnc(CCC)n2N)n1N
-2.3,-9,1,-13,0,2,-1,-3,-27,2,O=C(CCC(=O)c1cccs1)NNC(=O)c1ccccc1O
0.9,-4,2,5,-5,1,3,0,-4,3,CC1=NN2C(=N)/C(=C\c3cc(C)n(-c4ccccc4)c3C)C(=O)N=C2S1
-0.5,-8,1,1,33*,-1,-1,6,-6,-2,Cc1ccc(-c2nc3ccccc3s2)cc1NC(=O)c1cc(-n2cnnc2)ccc1Cl
-0.4,1,0,12,0,2,5,-6,1,-8,COc1ncnc2c1oc1nc(CC(C)C)c3c(c12)CC(C)(C)OC3
0.7,-1,-1,-5,-1,-1,2,3,0,-8,COc1cccc2c1OCC(C(=O)O)C2 (stereo not given)
-0.3,0,0,13,3,0,-1,0,-11,16*,CCOC(=O)C1=C(C)Nc2ccccc2N/C1=N\S(=O)(=O)c1cccc(Cl)c1
-0.1,0,0,12,1,7,10,-12,11*,5,Cc1cc(C)c2c(c1)/C(=N/NS(=O)(=O)c1ccccc1)CCC2
-0.4,5,-9,6,-6,0,9,-4,-4,6,Cc1ccc2nc(-c3ccccc3)cc(C(=O)N3CC(C)OC(C)C3)c2c1 (stereo not given)
-0.4,1,1,-10,8,-2,7,-7,2,-4,CC(=O)NCCNC(=O)CCNC(=O)c1ccc(Cl)cc1
0.0,-45,-1,1,-3,-5,1,-1,-45,3,O=C(O)c1cc2nccc(-c3ccc(F)cc3)n2n1
0.1,-1,5,12,-2,2,-6,0,-2,-1,CCn1c(SCC(=O)N/N=C(\C)c2ccncc2)nnc1-c1ccc(C)cc1
-0.7,2,5,-14,1,-3,1,-4,-6,-4,Cc1ccc([N+](=O)[O-])cc1NC(=O)CSc1nncc2ccccc12
-0.5,1,-5,-2,14,1,-3,-8,-3,0,CN(NC(=O)c1ccccc1F)c1nc(C(F)(F)F)nc2ccccc12
0.3,3,3,-22,-3,-2,4,6,-4,10,CC(O)CSc1nc2c(c(=O)[nH]c(=O)n2C)n1Cc1ccccc1 (stereo not given)
0.3,-3,-2,1,-6,7,9,2,-8,6,NC1=NC(c2ccc(Cl)cc2)C(C(=O)c2ccccc2)N1 (stereo not given)
0.0,0,17,-16,2,-1,2,1,3,-6,NC(=O)CSc1nnc(-c2cccnc2)n1CCc1ccccc1
0.2,-2,-2,-9,0,-3,2,0,1,-1,COc1ccc(OC(C)C(=O)NCCc2nc3ccccc3[nH]2)cc1 (stereo not given)
-0.2,2,-5,12,-2,5,3,4,0,2,FC(F)(F)Oc1ccccc1C(c1nnnn1C1CCCCC1)N1CCN(C/C=C/c2ccccc2)CC1 (stereo not given)
0.2,3,6,-5,-4,-1,-3,-2,-6,-3,Cc1ccc(NC2CCCN(C(=O)c3cn(C)c4ccccc34)C2)cc1C (stereo not given)
0.0,1,-2,-1,-8,5,2,2,-3,2,CC1(C(=O)NS(=O)(=O)c2cccc(C#N)c2)CCN1C(=O)Cc1cc(F)ccc1F (stereo not given)
-0.1,-4,-10,-4,3,4,-6,0,0,1,Cc1cc(O)cc(=O)n1-c1cccc(Br)c1
-0.2,-4,7,-3,5,-2,-11,0,-2,1,Oc1ccc(/C=N/N2CCN(C3c4ccccc4-c4ccccc43)CC2)c(O)c1
0.4,0,4,9,7,0,-12,2,2,5,CCOc1ccccc1CNC(=O)c1ccc(Sc2ccc(Cl)cc2)c(NC(C)=O)c1
0.9,-2,-5,26*,-9,1,0,4,0,-1,COc1ccc2cc(C(=O)Nc3ccc(F)cc3)sc(=O)c2c1OC
-0.2,3,6,2,1,2,-14,-4,1,-3,O=C(Nc1ccc2ccccc2c1)C(c1ccccc1)C1CCCC1 (stereo not given)
0.0,1,-4,-16,0,1,-18,1,3,3,Cc1ccc(S(=O)(=O)N2CCN(S(=O)(=O)c3ccccc3)C2c2ccc(N(C)C)cc2)cc1 (stereo not given)
0.3,1,16,-10,-3,0,-1,-4,-6,-4,C=CCn1cc(C(=O)NCCOC)c(=O)c2cc(S(=O)(=O)N3CCCCCC3)ccc21
0.4,1,-3,8,-3,-1,-8,-9,-3,4,COc1cccc(C(C(=O)NC(C)(C)C)N(Cc2ccc(C)cc2)C(=O)CCC(=O)Nc2cc(C)on2)c1OC (stereo not given)
-0.1,3,2,2,2,0,1,5,-8,0,CC(=O)c1ccc(NC(=O)CCNC(=O)c2ccccc2Cl)cc1
0.3,4,4,-2,-3,1,4,-3,-5,-5,O=C(COC(=O)c1cc(Cl)ccc1[N+](=O)[O-])NC1CC1
0.4,3,3,5,0,0,-2,-4,-2,-8,Nc1ncc(Br)cc1S(=O)(=O)NCCC(=O)N1CCN(c2ncccn2)CC1
0.3,1,1,-8,5,-1,-1,-3,4,3,CCCc1nc2c(s1)CCc1onc(-c3ccc(Cl)cc3)c1-2
0.3,0,0,3,-2,0,-1,-4,-1,-8,Nc1ccc(C(=O)Nc2ccco2)cc1
-0.7,-2,5,-4,1,4,11,1,-3,6,Cc1ccc(-c2c[n+](Cc3ccc(Cl)c(Cl)c3)c3n2CCC3)cc1
-0.4,1,3,2,5,0,5,-2,-2,2,O=C(NCCS(=O)(=O)NCC1CCCO1)c1ccccc1 (stereo not given)
0.5,0,7,0,-6,-2,-13,5,3,0,CC(C)(C)n1nnnc1C(CCc1ccccc1)N1CCN(C/C=C/c2ccccc2)CC1 (stereo not given)
-0.3,-3,-3,7,-3,4,4,3,-2,0,N#CCCN(CCC#N)c1nncs1
0.2,1,9,-9,3,-5,-6,-3,1,-1,Cc1no[n+]([O-])c1COc1ccc(/C=N/n2nnnc2N)cc1
0.0,-1,-5,4,-2,3,5,5,0,9,Cc1ccc(C(C(=O)NC2CCCCC2)N2CCOCC2)cc1 (stereo not given)
0.6,2,-1,23,8,5,-9,-2,2,3,O=[N+]([O-])c1cccc(S(=O)(=O)Nc2nc3ccccc3nc2Nc2cccc(S(=O)(=O)N3CCCCC3)c2)c1
0.5,-21,3,-6,-1,-4,-1,-7,-30,-3,CCCOc1ccc(/C=N/n2nnnc2N)cc1OC
-0.2,2,0,-14,-4,-1,-14,17*,-1,0,CCCCCCCCCCCNC(=O)c1ccoc1C
-0.5,0,11,3,8,-3,-14,-3,-3,-2,OC(c1ccccc1)(c1nc(-c2ccc(Cl)cc2)cs1)C(F)(F)F (stereo not given)

# Rewritten with two lines to a compound: two of the compounds above.
# Order of values: KLK7 zymogen act | PLCg1 inh | ARFGAP1 inhibitor | ASAP1 inh | NR1D1 modulator | UHRF1 MBD2 ctr | sPLA2-III inh | Tn6 DDE FP | PLC-beta3 inh | Tn7 DDE FP
> COc1cccc(C(C(=O)NC(C)(C)C)N(Cc2ccc(C)cc2)C(=O)CCC(=O)Nc2cc(C)on2)c1OC (stereo not given)
→ 0.4 | 1 | -3 | 8 | -3 | -1 | -8 | -9 | -3 | 4
> CC(=O)c1ccc(NC(=O)CCNC(=O)c2ccccc2Cl)cc1
→ -0.1 | 3 | 2 | 2 | 2 | 0 | 1 | 5 | -8 | 0

# Additional records follow:
KLK7 zymogen act,PLCg1 inh,ARFGAP1 inhibitor,ASAP1 inh,NR1D1 modulator,UHRF1 MBD2 ctr,sPLA2-III inh,Tn6 DDE FP,PLC-beta3 inh,Tn7 DDE FP,SMILES
0.0,-7,1,-10,-2,0,2,-7,-6,9,CC(=O)NN1C(=O)/C(=C\c2ccc(Br)o2)SC1=S
-0.3,3,5,-1,-32,12,-9,-9,-6,2,O=C(CSc1n[nH]c(=O)[nH]c1=O)Nc1ccc2c(c1)C(=O)c1ccccc1C2=O
0.6,1,17,3,-9,0,7,1,-3,5,COC(=O)c1cc(NS(=O)(=O)c2ccc3c(c2)c(=O)n(C)c(=O)n3C)cc(C(=O)OC)c1
0.1,3,8,-12,-5,1,6,0,5,-3,COC(=O)C1=C(C)N(CCCC(=O)O)C(=O)NC1c1ccc(C#N)cc1 (stereo not given)
0.1,-1,-3,10,-1,0,-8,-2,0,2,O=C(COc1ccccc1Cl)OCC(=O)N1CCN(S(=O)(=O)c2ccccc2)CC1
0.2,1,5,7,-6,0,3,9,1,0,CC(CO)(CO)NCc1ccc(-c2ccccc2)cc1
0.7,0,2,-11,4,0,-2,4,0,-5,Cn1c(CN2CCOCC2)nnc1SCC(=O)NC1CCCCC1

# ASAP1 inh: what is marked active above
KLK7 zymogen act,PLCg1 inh,ARFGAP1 inhibitor,ASAP1 inh,NR1D1 modulator,UHRF1 MBD2 ctr,sPLA2-III inh,Tn6 DDE FP,PLC-beta3 inh,Tn7 DDE FP,SMILES
0.9,-2,-5,26*,-9,1,0,4,0,-1,COc1ccc2cc(C(=O)Nc3ccc(F)cc3)sc(=O)c2c1OC
